High-throughput results from PubChem BioAssay.
FadD28 binding: inhibitors of FadD28 bisubstrate probe binding, primary screen, biochemical, fluorescence polarization, single point; inhibition, % at 12.5 µM; hit rate 0.22% among 360,000; AID 588549, 2011; in the data active = inhibition above about 8.5%, passing the limit was not always enough; inconclusive = no clear call, values can overlap the other calls
GDH-TPI counter: GDH-TPI coupling enzyme inhibitors, primary screen, artefact control for M. tuberculosis FBA inhibitor project, biochemical, absorbance, full deck. GDH-TPI coupled enzyme counterscreen, NADH absorbance. hit rate 1.2% among 360,000. inhibition, % at 4.8 µM;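 note: 0% = DMSO wells and 100% = wells lacking the enzyme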
VHR inh abs: VHR1 phosphatase inhibitors, primary screen, biochemical, absorbance, uHTS; AID 1654, 2009; inhibition, % at 13.3 µM; hit rate 0.52% among 290,000; Dual specificity protein phosphatase 3 (Homo sapiens), P51452; recombinant VHR phosphatase, pNPP absorbance; in the data active = inhibition above about 50%; note: some compounds called inactive have numbers as strong as hits
Target sequence (P51452 whole entry, looked up): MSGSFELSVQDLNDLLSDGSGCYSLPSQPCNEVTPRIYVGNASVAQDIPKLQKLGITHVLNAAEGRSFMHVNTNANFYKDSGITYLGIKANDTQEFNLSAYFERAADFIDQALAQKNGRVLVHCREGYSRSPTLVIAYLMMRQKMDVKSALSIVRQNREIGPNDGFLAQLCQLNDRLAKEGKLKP
Mtb BioA inh: M. tuberculosis BioA enzyme inhibitors, primary screen, biochemical, plate reader, single point, HTS; hit rate 0.096% among 360,000; purified M. tuberculosis BioA enzyme; AID 602481, 2012; inhibition, % at 9.99 µM; in the data active = inhibition above about 40%; inconclusive = no clear call, values can overlap the other calls
CCHF vOTU inh: CCHFV vOTU protease inhibitors, primary screen, biochemical, Pep-AMC substrate, fluorescence; AID 651958, 2012; hit rate 0.55% among 370,000; inhibition, % at 11.5 µM; Crimean-Congo hemorrhagic fever virus L polyprotein viral ovarian tumor (vOTU) protease …; note: 0% = vehicle wells with enzyme and 100% = no enzyme wells
MazF activator: activators of E. coli MazEF toxin-antitoxin RNase, primary screen, biochemical, fluorescence, uHTS. Endoribonuclease toxin MazF (Escherichia coli (strain K12)), P0AE70. FAM/BHQ RNA-DNA oligo cleavage fluorescence, 5 h. activation, % at 20 µM. hit rate 0.32% among 350,000; in the data active = activation above about 50%
Target sequence (P0AE70 whole entry, looked up): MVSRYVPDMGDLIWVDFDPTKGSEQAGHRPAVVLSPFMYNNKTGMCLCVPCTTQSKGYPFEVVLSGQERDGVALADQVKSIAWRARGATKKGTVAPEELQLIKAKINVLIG
BoNT F protease: BoNT/F light chain protease inhibitors, primary screen, biochemical, flow cytometry, MLPCN library; Botulinum neurotoxin type F light chain protease (Clostridium botulinum); Multiplex microsphere protease cleavage assay; inhibition, % at 10 µM; hit rate 0.22% among 360,000; AID 588497, 2011; in the data active = inhibition above about 35%, passing the limit was not always enough; inconclusive = no clear call, values can overlap the other calls; note: plate controls were buffer without enzyme for full effect and enzyme alone for no effect
Rv3671c inh: Rv3671c serine protease inhibitors, primary screen, biochemical, fluorescence polarization, M. tuberculosis H37Rv | P9WHR9 | hit rate 0.048% among 320,000 | inhibition, % at 5.96 µM | AID 2606, 2010; in the data active = inhibition above about 38%;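 note: extracellular domain of Rv3671c used as enzyme; 0% = enzyme with DMSO and 100% = no enzyme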
Target sequence (P9WHR9 whole entry, looked up, the tested form may be a part): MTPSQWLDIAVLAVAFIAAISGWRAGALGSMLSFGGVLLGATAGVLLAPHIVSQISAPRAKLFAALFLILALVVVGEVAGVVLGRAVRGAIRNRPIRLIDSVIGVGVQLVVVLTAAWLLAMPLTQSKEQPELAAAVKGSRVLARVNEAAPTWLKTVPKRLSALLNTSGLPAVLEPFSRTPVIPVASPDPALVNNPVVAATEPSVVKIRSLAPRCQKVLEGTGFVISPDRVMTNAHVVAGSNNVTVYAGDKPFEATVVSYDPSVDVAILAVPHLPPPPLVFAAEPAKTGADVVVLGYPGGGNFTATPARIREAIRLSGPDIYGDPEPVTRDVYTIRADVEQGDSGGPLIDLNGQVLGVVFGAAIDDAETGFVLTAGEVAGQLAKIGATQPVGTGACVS
FBA Mtb inh: Mtb FBA enzyme inhibitors, primary screen, biochemical, fluorescence, strain H37Rv; hit rate 2.3% among 360,000; purified M. tuberculosis FBA, fluorescence read-out; inhibition, % at 1 µM; Fructose-bisphosphate aldolase (Mycobacterium tuberculosis (strain ATCC 25618 / H37Rv)), …; in the data active = inhibition above about 27%;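 note: 0% = vehicle and 100% = reference inhibitor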
Target sequence (P9WQA3 whole entry, looked up): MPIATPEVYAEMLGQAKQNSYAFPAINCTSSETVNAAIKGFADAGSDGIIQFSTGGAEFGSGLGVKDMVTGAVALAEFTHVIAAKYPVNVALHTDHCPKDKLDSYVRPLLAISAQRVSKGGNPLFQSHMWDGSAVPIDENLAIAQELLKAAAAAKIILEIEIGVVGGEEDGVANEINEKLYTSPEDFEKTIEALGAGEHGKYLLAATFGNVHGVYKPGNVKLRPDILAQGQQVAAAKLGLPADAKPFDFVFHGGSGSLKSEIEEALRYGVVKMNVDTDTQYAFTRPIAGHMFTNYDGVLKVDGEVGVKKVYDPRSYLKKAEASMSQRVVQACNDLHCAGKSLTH
UGM FP inh: M. tuberculosis UGM enzyme inhibitors, primary screen, biochemical, fluorescence polarization, single point; hit rate 0.06% among 320,000; inhibition, % at 10 µM; purified UGM, fluorescence polarization probe displacement; AID 504406, 2011; UDP-galactopyranose mutase (Mycobacterium tuberculosis (strain ATCC 25618 / H37Rv)), …; in the data active = inhibition above about 10%, passing the limit was not always enough; inconclusive = no clear call, values can overlap the other calls
The depositor's hits bear a star; ? = inconclusive; . = no result given. Cut-off read from the data, not from the text of the source, unless noted: active = inhibition above about 30%; inactive = the rest. This is a random part of the collection; overall some 4.9% were active at least once.

SMILES | FadD28 binding | GDH-TPI counter | VHR inh abs | Mtb BioA inh | CCHF vOTU inh | MazF activator | BoNT F protease | Rv3671c inh | FBA Mtb inh | UGM FP inh
O=C(CN1C(=O)NC2(CCCC2)C1=O)Nc1ccc(Cl)c(C(F)(F)F)c1 | -2.6 | -2 | 16 | 11 | 13 | 6 | 4 | -9 | 0 | -2.2
COc1ccc2c(C)c(CC(=O)N3CCN(C(=O)C4COc5ccccc5O4)CC3)c(=O)oc2c1 (stereo not given) | -1.8 | 12 | 27 | 0.5 | -105 | 1 | -5 | 2 | 144* | -1.8
CSc1ccc(Cl)c(C(=O)OCC(=O)N2CCOCC2)c1 | 1.0 | 9 | 14 | -3.3 | -1 | 4 | -3 | -3 | 10 | -1.0
COc1ccc(C(C)NC(=O)c2ccccc2Br)cc1OC (stereo not given) | -0.3 | 1 | 23 | -0.2 | -10 | -14 | -3 | 0 | -2 | -1.4
C=CCOC(=O)C1=C(C)NC(SCC)=C(C#N)C1c1ccc(Cl)cc1 (stereo not given) | 0.7 | 4 | 10 | 0.5 | 13 | -9 | -14 | -31 | 4 | 0.7
COc1ccc(/C(C)=N/NC(=S)Nc2cc(C)ccc2C)cc1 | -2.2 | 16 | -10 | . | -1 | -1 | -9 | 0 | 1 | 2.2
CC(Cc1cccs1)NC(=S)Nc1ccccc1 (stereo not given) | -0.8 | 4 | -1 | -1.7 | -2 | 7 | -2 | -3 | 2 | -4.0
O=C1NC(c2ccncc2)Nc2ccccc21 (stereo not given) | -5.5 | -8 | 40 | -1.3 | -1 | 6 | 4 | 2 | 4 | -0.2
COc1ccc(-c2cc(=O)oc3c(O)c(O)ccc23)cc1 | -2.7 | 5 | 59* | -0.6 | -5 | 19 | 8 | -5 | -1 | -2.0
COc1cccc2sc(N(CCN(C)C)C(=O)c3ccc4c(c3)CCCC4)nc12 | -4.3 | 7 | 4 | 0.1 | 0 | 12 | -7 | 1 | 1 | -3.4
CCOc1ccc(NC(=O)CN(C)C(=O)c2c(C)nn(Cc3ccccc3Cl)c2C)cc1OCC | -2.1 | -3 | . | 0.6 | 8 | -1 | -8 | . | 1 | .
CCCN(CCC)C(=O)C[n+]1cccc(/C=N/O)c1 | -1.9 | -6 | 28 | . | 18 | -1 | -2 | 1 | -4 | -1.8
Cc1ccc(C)c(NC(=O)c2cccc(Oc3ccc([N+](=O)[O-])cc3Cl)c2)c1 | -1.7 | 2 | 13 | . | -8 | -1 | 9 | -27 | -8 | -1.5
O=C(c1ccc(CN2CCc3ccccc3C2)cc1)N1CCN(c2ccc(F)cc2)CC1 | -4.7 | 5 | . | 3.3 | 16 | 3 | 6 | -2 | -1 | 0.7
Cc1nccn1C(c1ccccc1)c1ccccc1 | -1.5 | 21 | . | 1.6 | 7 | 2 | ? | 5 | -2 | 1.0
CCCCCC(=O)Nc1ccc(C2C(=O)c3ccccc3C2=O)cc1 | -0.9 | -3 | -10 | -1.0 | 4 | 0 | 4 | -20 | 4 | -0.2
COCCN(CC(=O)NCc1ccc(F)cc1)C(=O)CCC(=O)Nc1ccccn1 | -0.5 | 3 | -24 | -1.0 | 7 | 9 | -14 | 0 | -1 | 0.3
Cc1cc(C(=O)NC(C)CCC(C)C)c2ccccc2n1 (stereo not given) | -2.8 | -3 | -11 | . | 12 | 3 | -5 | 4 | 3 | -2.0
CCc1c(C)sc(NC(=S)N2CCN(C(=O)C3CCCO3)CC2)c1C(=O)OC (stereo not given) | -0.9 | 6 | -9 | -0.1 | 15 | 15 | -286 | . | -2 | -3.2
Cc1ccc(C(=O)CCC(=O)Nc2ccc(C)cn2)cc1 | 0.0 | 9 | . | 0.2 | 16 | 10 | 2 | 2 | 1 | 0.2
COc1cc(O)c(C(CC(=O)N2CCCC(C)C2)c2ccc(N(C)C)cc2)c(OC)c1 (stereo not given) | -0.7 | 4 | 22 | -1.1 | 0 | 8 | -11 | 1 | -1 | 0.6
CCn1c(SCC(=O)OC2CCCCC2)nnc1-c1ccncc1 | 0.7 | 10 | 29 | 2.5 | 6 | -5 | 1 | 4 | -5 | -0.2
CSc1nnc(SCC(=O)NC(=O)c2ccccc2)s1 | -1.4 | -3 | . | -1.1 | 1 | 0 | -15 | 9 | -1 | -2.1
O=S(=O)(c1ccccc1)c1cnc(-c2ccccc2)nc1N1CCCC1 | -2.6 | 4 | 39 | . | -12 | -11 | -2 | 3 | 4 | -2.1
Cc1c(C#N)c(NC(=O)CCl)n(Cc2ccccc2)c1C | -3.1 | -5 | 18 | 0.8 | -3 | -1 | -4 | 9 | 3 | -3.1
Nc1cc(=O)[nH]c(SCCSc2ccccc2)n1 | -4.3 | 4 | 18 | -0.2 | -8 | 2 | ? | -1 | 1 | -1.2
O=C1C(Cl)=C(NCCCN2CCOCC2)C(=O)c2ccccc21 | -1.0 | 7 | . | 1.6 | 17 | 8 | -4 | . | -3 | .
CCCNC(=O)C1(C)CCCN(Cc2ccc(C(=O)OCC)o2)C1 (stereo not given) | -1.3 | 9 | . | 0.4 | -8 | . | 9 | . | 1 | .
COc1ccc(CNCc2cccc(C)c2)cc1 | -3.3 | 1 | 27 | 0.4 | -15 | 13 | ? | 8 | -2 | -1.9
CCC(c1nnnn1CS(=O)(=O)c1ccc(C)cc1)N1CCC(C(N)=O)CC1 (stereo not given) | -2.7 | 2 | 16 | . | 10 | -42 | -5 | -5 | -1 | 0.9
COc1ccc(-c2cn3c(C)c(C(=O)Nc4cc(NC(C)=O)ccc4OC)sc3n2)cc1 | -0.5 | 28 | 18 | -1.1 | -27 | -9 | -4 | -9 | 21 | -2.1
CN1C2CCC1CC(OC(=O)CCN1CCCC1)C2 (stereo not given) | -2.4 | 4 | 15 | -0.3 | 7 | 4 | -3 | -2 | -1 | -1.7
Cn1c(Cn2c(=O)sc3ccccc32)nnc1SCC(=O)N1CCCc2ccccc21 | -0.9 | 2 | 30 | -0.8 | -6 | -1 | 3 | 3 | -1 | -2.4
CCCCC(=O)NCCc1cc2c(C)ccc(C)c2[nH]c1=O | 0.4 | 7 | . | -0.9 | 1 | 3 | 1 | -2 | 8 | 0.0
COc1ccc(CCNC(=O)C(C)SCC(=O)Nc2ccc(F)cc2)cc1 (stereo not given) | -3.2 | 3 | . | -1.7 | 2 | 1 | 8 | -1 | 0 | 1.0
CSc1ccccc1OCc1cc(C(=O)N(C)C2CCCc3ccccc32)no1 (stereo not given) | -0.5 | -7 | -4 | -2.7 | 15 | -6 | 6 | -3 | -3 | 0.7
CC(C)n1cc(CN2CCC(n3nccc3NC(=O)Cc3ccccc3)CC2)cn1 | 1.1 | 1 | 24 | -0.2 | 17 | 7 | -2 | -3 | 3 | -2.8
COc1cccc(C(=O)NN2C(=O)C3C4C=CC(O4)C3C2=O)c1 (stereo not given) | 0.5 | 6 | 27 | -1.8 | -1 | -1 | 0 | -10 | 0 | 2.7
COCCNC(=O)CN1C(=O)CC(C)(C)S(=O)(=O)c2ccccc21 | -3.7 | -5 | -9 | -2.6 | 19 | 11 | 1 | 4 | 0 | -2.4
O=C(NCc1ccc2[nH]c3c(c2c1)CCCC3)c1ccc(S(=O)(=O)N2CCCCC2)cc1 | -1.6 | 8 | 8 | -2.5 | 2 | -1 | -8 | 1 | 4 | -3.0
COc1cccc(N2CN(C3CCCCC3)CNC2=S)c1 | -1.0 | -7 | -4 | -0.4 | -2 | -5 | 12 | 3 | 2 | 1.5
COc1cccc(C(=O)COC(=O)C(C)N2C(=O)C3C4C=CC(C4)C3C2=O)c1 (stereo not given) | 1.2 | 2 | -17 | -0.6 | 3 | 4 | 2 | 12 | 0 | -3.3
CCN1CCSc2ccc(C(=O)Nc3ccc(NC(C)=O)cc3)cc21 | -3.1 | 15 | 40 | -0.2 | -8 | 2 | -5 | 2 | 7 | -3.7
Cc1c(C(=O)NCCC#N)sc(=O)n1Cc1ccc(F)cc1 | -1.6 | 8 | . | 3.5 | -1 | . | 1 | . | 0 | .
O=C(O)c1ccc2c(c1)C(=O)N(c1nccs1)C2=O | 0.8 | -3 | 21 | . | 3 | -5 | . | 12 | 6 | 0.9
CCOC(=O)c1cn(Cc2ccccc2)c(C(=O)OC(C)(C)C)c1O | -0.4 | 0 | . | 2.5 | 7 | 1 | -9 | -6 | -1 | 0.1
C[C@@H](NC(=O)C1(c2ccccc2)CCN(C(=O)OC(C)(C)C)CC1)C(=O)N[C@@H](C(=O)O)c1ccccc1 | -2.5 | -3 | -4 | 0.3 | 7 | -3 | -4 | -3 | 2 | 4.0
COCc1cc(C)nc(SCC(=O)Nc2ccc3c(c2)n(C)c(=O)n3C)c1C#N | -0.1 | 7 | 4 | -0.8 | -1 | 5 | -5 | 1 | 1 | -0.2
NCCCCNCCCN | -4.2 | -3 | 14 | 0.0 | -1 | 2 | 0 | 4 | 0 | 2.0
CC(=O)c1cn(CC(=O)Nc2ccccc2C)c2ccccc12 | -0.8 | 9 | 19 | -1.4 | 0 | 3 | 0 | -2 | 0 | -2.5
O=C(CC(c1ccccc1)c1ccccc1O)N1CCCC1 (stereo not given) | -3.3 | -2 | 30 | -0.9 | -4 | -4 | 2 | 3 | -1 | -2.9
COc1ccc2oc(=O)c(-c3csc(Nc4cccc(O)c4)n3)cc2c1 | -1.9 | 13 | 3 | -2.2 | 10 | 133* | 3 | 14 | -1 | 1.4
COc1ccc(NC(=O)c2cc(-c3cc(C)cc(C)c3O)n[nH]2)cc1Cl | -4.3 | 3 | 22 | -0.9 | 5 | 3 | 0 | -142 | 0 | -1.3
CCCNC(=S)N1CCC(C(=O)c2ccc(F)cc2)CC1 | -3.9 | 6 | -18 | 3.3 | -15 | 11 | ? | 3 | -1 | -0.4
O=C(Cc1c(O)c2ccccc2[nH]c1=O)NC1CCCCCCC1 | -0.6 | -6 | 13 | -0.4 | 2 | 7 | 8 | -1 | 19 | -0.6
O=C1c2cccnc2C(Nc2ccccc2)N1Cc1ccco1 (stereo not given) | 0.5 | 6 | 37 | -2.6 | -14 | -1 | -10 | -6 | -8 | -0.3

A draw from above in order of number of heavy atoms, highest first.
SMILES | FadD28 binding | GDH-TPI counter | VHR inh abs | Mtb BioA inh | CCHF vOTU inh | MazF activator | BoNT F protease | Rv3671c inh | FBA Mtb inh | UGM FP inh
COc1ccc2oc(=O)c(-c3csc(Nc4cccc(O)c4)n3)cc2c1 | -1.9 | 13 | 3 | -2.2 | 10 | 133* | 3 | 14 | -1 | 1.4
O=C(Cc1c(O)c2ccccc2[nH]c1=O)NC1CCCCCCC1 | -0.6 | -6 | 13 | -0.4 | 2 | 7 | 8 | -1 | 19 | -0.6
O=C1c2cccnc2C(Nc2ccccc2)N1Cc1ccco1 (stereo not given) | 0.5 | 6 | 37 | -2.6 | -14 | -1 | -10 | -6 | -8 | -0.3
O=C(CC(c1ccccc1)c1ccccc1O)N1CCCC1 (stereo not given) | -3.3 | -2 | 30 | -0.9 | -4 | -4 | 2 | 3 | -1 | -2.9
